BH1578 lux ind: inducers of Vibrio cholerae quorum light production without autoinducers, primary screen, BH1578 luxS cqsA deficient, single point. V. cholerae BH1578 lux reporter, luminescence, 6 h. activation, % at 18.7 µM. hit rate 0.16% among 350,000; in the data active = activation mostly above about 9.7%, no sharp cut-off; also: not every result past the cut was called active; inactives centre near 0; reference of the scale not given here
PfHsp40 rescue: rescue of yeast from PfHsp40 toxicity, primary screen, S. cerevisiae, ATP luminescence; S. cerevisiae expressing PfHsp40, growth rescue; growth rescue, % at 12.5 µM; hit rate 0.68% among 340,000; in the data active = growth rescue above about 28%, passing the limit was not always enough;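 also: yeast W303a lacking pdr1 and pdr3 grown in galactose medium; growth measured after three days at 30 °C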
Yp Topo-I inh: Yersinia pestis topoisomerase I inhibitors, primary screen, biochemical, cleavage product accumulation, plate reader, single point; DNA topoisomerase I (Yersinia pestis CO92); Y. pestis Topo-I cleavage product accumulation; activity, % at 10 µM; hit rate 0.064% among 360,000; AID 504884, 2011; in the data active = activity above about 50%, passing the limit was not always enough; also: inactives centre near 2
PriA SSB inh: inhibitors of Klebsiella pneumoniae PriA binding to SSB C-terminal tail, primary screen, biochemical, AlphaScreen. inhibition, % at 33 µM. AlphaScreen SSBct-PriA binding, biotinylated peptide. hit rate 0.6% among 430,000. PriA–SSB C-terminal tail interaction (Klebsiella pneumoniae); in the data active = inhibition mostly above about 37%, no sharp cut-off; inactive = mostly below about 20%;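 also: plate controls were negative control peptide for no effect and reference peptide for full effect; strong numbers were not always called active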
TcdB inh: TcdB glycohydrolase inhibitors, primary screen, biochemical, single point, plate reader; Toxin B (Clostridioides difficile), P18177; TcdB glycohydrolase enzymatic assay; inhibition, % at 9.99 µM; hit rate 0.24% among 350,000; AID 652162, 2013; in the data active = inhibition above about 10%
MazF activator: activators of E. coli MazEF toxin-antitoxin RNase, primary screen, biochemical, fluorescence, uHTS. AID 504720, 2011. hit rate 0.32% among 350,000. activation, % at 20 µM. FAM/BHQ RNA-DNA oligo cleavage fluorescence, 5 h. Endoribonuclease toxin MazF (Escherichia coli (strain K12)), P0AE70; in the data active = activation above about 50%
Target sequence (P0AE70 whole entry, looked up): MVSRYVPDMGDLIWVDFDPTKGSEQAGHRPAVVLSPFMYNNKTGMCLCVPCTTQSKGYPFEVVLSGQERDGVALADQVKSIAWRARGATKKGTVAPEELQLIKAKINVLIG
3CLpro inhibitor: SARS-CoV 3CLpro protease inhibitors, primary screen, biochemical, quenched FRET; Replicase polyprotein 1ab (Severe acute respiratory syndrome coronavirus), P0C6X7; recombinant SARS-CoV 3CLpro, quenched FRET peptide cleavage; inhibition, % at 6 µM; hit rate 0.14% among 290,000; in the data active = inhibition above about 12%
Anthrax LF prot: Bacillus anthracis LF protease inhibitors, primary screen, biochemical, multiplex microsphere, MLPCN library; AID 588501, 2011; inhibition, % at 10 µM; Lethal factor (Bacillus anthracis), P15917; multiplex microsphere protease cleavage assay; hit rate 0.12% among 360,000; in the data active = inhibition above about 30%; also: plate controls were buffer without enzyme for full effect and enzyme alone for no effect
Rv3671c inh: Rv3671c serine protease inhibitors, primary screen, biochemical, fluorescence polarization, M. tuberculosis H37Rv; P9WHR9; hit rate 0.048% among 320,000; inhibition, % at 5.96 µM; AID 2606, 2010; in the data active = inhibition above about 38%;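 also: extracellular domain of Rv3671c used as enzyme; 0% = enzyme with DMSO and 100% = no enzyme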
Target sequence (P9WHR9 whole entry, looked up, the tested form may be a part): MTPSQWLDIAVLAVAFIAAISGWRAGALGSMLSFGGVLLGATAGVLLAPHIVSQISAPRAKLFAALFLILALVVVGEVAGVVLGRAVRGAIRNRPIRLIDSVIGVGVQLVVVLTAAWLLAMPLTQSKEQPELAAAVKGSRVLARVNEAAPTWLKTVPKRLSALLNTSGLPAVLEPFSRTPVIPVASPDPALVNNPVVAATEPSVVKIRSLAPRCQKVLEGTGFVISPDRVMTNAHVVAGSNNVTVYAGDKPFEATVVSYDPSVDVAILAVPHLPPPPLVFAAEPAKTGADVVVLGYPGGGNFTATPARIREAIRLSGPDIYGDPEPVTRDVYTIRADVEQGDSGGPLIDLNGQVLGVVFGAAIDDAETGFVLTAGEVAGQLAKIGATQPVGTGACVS
DUSP3 inh: VHR1 phosphatase inhibitors, primary screen, biochemical, absorbance, uHTS | Dual specificity protein phosphatase 3 (Homo sapiens), P51452 | recombinant VHR phosphatase, pNPP absorbance | inhibition, % at 13.3 µM | AID 1654, 2009 | hit rate 0.52% among 290,000; in the data active = inhibition above about 50%; also: some compounds called inactive have numbers as strong as hits
Target sequence (P51452 whole entry, looked up): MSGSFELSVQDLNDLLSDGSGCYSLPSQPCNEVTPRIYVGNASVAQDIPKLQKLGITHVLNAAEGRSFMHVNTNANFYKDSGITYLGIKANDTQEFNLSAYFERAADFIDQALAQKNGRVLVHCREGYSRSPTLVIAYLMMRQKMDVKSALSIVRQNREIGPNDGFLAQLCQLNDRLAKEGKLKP
Numbers without * were called inactive; i = inactive; · = not tested or not shown; & = joins results of further samples. Only part of the results is shown; the hit share may differ from the screen's.

Results follow in this order: TcdB inh	MazF activator	Rv3671c inh	3CLpro inhibitor	Anthrax LF prot	PriA SSB inh	PfHsp40 rescue	Yp Topo-I inh	BH1578 lux ind	DUSP3 inh
- O=C(NCCCn1ccnc1)c1ccc(C(F)(F)F)cc1
    1.6	4.4	-6.7	1.7	-1.5	-12.5	0.7	-4.9	i	5.3
- COc1ccc(-c2cc(NC(C)=O)c3ncc(-c4ccccc4)n3c2)cc1OC
    -2.9	·	·	·	-4.4	·	·	-6.4	-3.7	·
- O=C(CNC(=O)c1ccccc1F)N/N=C/c1cc(Br)ccc1OC(=O)/C=C/c1ccco1
    ·	-27.7	-5.5	-3.0	-1.4	·	3.4	8.9	0.5	5.4
- Cc1noc(C)c1-c1ccc(C(=O)NCc2ccco2)c2occc12
    -7.9	·	·	·	-7.2	·	·	6.0	-0.3	·
- CCc1nnc(N/N=C/c2ccccc2Cl)n1N
    ·	1.4	-96.4	-7.5	0.2	·	-1.2	-0.6	i	9.6
- CC(/C=N/NC(=O)c1ccncc1)=C\c1ccccc1
    -2.5	2.4	-0.5	3.0	-4.0	·	-2.0	0.6	i	9.6
- Cc1ccc(NC(=O)CN2CCN(C(=O)c3ccco3)CC2)cc1
    -2.7	-10.1	2.0	-6.5	-3.2	-1.2	-2.1	4.3	i	15.3
- O=S(=O)(Nc1nc2ccccc2nc1-[n+]1cccc(N=C([O-])c2ccc(Cl)cc2)c1)c1ccccc1
    1.2	-19.7	16.1	3.5	·	4.5	·	·	·	16.6
- O=C1NC(Cc2c[nH]c3ccccc23)C(=O)N1CCOc1ccccc1 (stereo not given)
    ·	8.0	-1.2	-6.5	-1.1	-3.8	0.2	-3.6	i	4.8
- Cc1cc(-c2nnc(CCC(=O)N(C)Cc3cccc4ccccc34)o2)no1
    -0.4	6.5	2.0	-3.0	-3.9	-2.5	2.0	-2.7	-4.1	19.8
- O=C(O)c1cc([N+](=O)[O-])c(N2CCCC2)c([N+](=O)[O-])c1
    ·	5.6	-0.1	5.7	0.6	-2.3	0.1	-2.4	i	7.4
- CC1(C)Cc2c(sc(N)c2C#N)C(C)(C)N1
    1.9	-0.3	-7.9	0.9	-0.9	-7.0&-11.6	-0.5	0.7	-0.4	-0.1
- CCc1noc(C)c1C(=O)N(C)CC(=O)Nc1ccc(Cl)c(Cl)c1
    1.3	-7.0	-4.4	·	4.0	-13.9	-1.1	-12.2	-10.0	·
- O=c1c2ccccc2nc(/C=C/c2ccc3c(c2)OCO3)n1-c1cccc(O)c1
    ·	5.7	-14.2	-3.8	-2.3	7.4	1.0	6.7	i	7.3
- COc1cc(C(=O)NCc2ccccc2Cl)ccc1OCC(=O)N1CCOCC1
    2.1	0.2	·	·	-2.1	-9.5	0.2	12.2	2.3	·
- CN(CCOc1ccccc1)C(=O)C1CCC(=O)N(CCCN2CCOCC2)C1 (stereo not given)
    2.4	-0.4	12.5	4.1	-3.4	-18.3	-1.3	-9.3	-0.3	16.3
- CC1CCN(CC(O)CN2c3ccccc3Sc3ccccc32)CC1 (stereo not given)
    ·	15.7	-3.6	-2.9	-3.9	-9.2	0.1	-5.7	-0.8	58.2*
- Cc1ccc(-n2nc(C)c3c(C(=O)OCC(=O)N(C)C4CCS(=O)(=O)C4)cc(-c4ccccc4)nc32)cc1 (stereo not given)
    ·	11.9	-5.9	0.7	0.7	-24.8	-0.7	23.8	i	2.9
- CC(=O)Nc1ccc(SCC(=O)NCC2(N3CCCCC3)CCCCC2)cc1
    -0.1	-4.2	2.6	·	-11.5	1.8	-0.5	-5.6	·	·
- COc1ccc(-c2ccc(S(=O)(=O)n3nc(OC(=O)c4cccs4)cc3N)cc2)cc1
    0.4	-11.2	-32.4	-2.8	1.8	·	0.7	3.5	i	-7.7
- Cc1ccc(S(=O)(=O)N(C)c2ccc(OC(=O)c3ccc(=O)[nH]c3)cc2)cc1
    1.0	2.9	-1.0	6.1	6.3	5.8	-0.9	8.5	-0.1	9.1
- NS(=O)(=O)c1ccc(NC(=S)NCCc2ccccc2)cc1
    1.6	-4.2	-9.3	2.0	-4.1	-8.4	-0.2	7.5	i	39.3
- COc1ccc(-n2cc(-c3ccc(C)cc3)[n+]3c2SCC3)cc1
    ·	-2.4	-5.8	1.2	2.4	-3.8	0.1	10.1	-0.3	12.6
- Cc1nonc1NC(=O)CSc1nnc(N)s1
    0.5	15.9	-1.4	-2.4	2.3	-4.2	-1.2	-2.6	-0.5	-6.8
- O=C(CCCc1ccccc1)Nc1ccc(S(=O)(=O)N2CCOCC2)cc1
    1.0	-4.9	-7.8	2.5	-7.1	2.5	-0.2	-10.6	-0.1	-7.1
- COc1ccc(NC(=O)C2CCCO2)cc1 (stereo not given)
    ·	-0.4	2.9	-3.2	-3.3	-1.1	-1.3	-1.8	0.3	26.8
- Cc1nc(-c2ccc(Cl)cc2)sc1C(=O)CBr
    0.1	20.7	3.2	0.7	1.3	9.8	-0.8	-5.3	-3.6	7.8
- CC(=O)c1ccc(S(=O)(=O)N2CCC(c3nc4ccccc4[nH]3)CC2)cc1
    -0.1	1.6	-1.7	3.8	3.3	-0.5	-0.5	-1.3	-1.2	8.0
- Cc1c(NS(=O)(=O)c2ccc3c(c2)CCN3C(=O)C2CC2)c(=O)n(-c2ccccc2)n1C
    ·	0.7	0.7	1.3	-0.8	-0.9	-0.3	3.6	6.2	1.3
- COc1ccc(OCCCC(=O)Nc2nc(-c3ccccn3)cs2)cc1
    0.8	28.9	2.0	-1.5	-4.3	-18.8	-0.8	8.9	-0.6	20.4
- COc1ccc(/C(=N\O)c2nccc3cc(OC)c(OC)cc23)cc1OC
    1.0	-9.6	-5.2	7.4	-2.8	·	-0.8	6.2	-0.5	22.3
- O=S(=O)(NCCOCC(F)(F)C(F)F)c1ccc2oc3ccccc3c2c1
    ·	-8.4	-12.8	4.1	-1.1	-9.6	0.5	-8.3	·	18.9
- COc1ccccc1CNC(=O)C1CCN(C(=O)c2sccc2-n2cccc2)CC1
    -1.4	8.8	-10.3	2.6	-1.2	-2.8	-1.0	10.7	-0.6	-3.0
- Cc1csc(NC(=O)c2ccc(Cn3nc(C)c(Br)c3C)o2)n1
    0.9	4.0	-15.6	-7.9	-4.2	0.5	-0.7	3.9	i	15.3
- Cn1c(CN2CCCC2)nc2cc(NC(=O)c3ccco3)ccc21
    1.0	6.2	-3.7	-5.5	-10.5	-8.1	-1.2	2.2	-6.2	-8.6
- COc1cc2[nH]c(=S)n(C3CCN(Cc4ccccc4)CC3)c(=O)c2cc1OC
    1.2	13.6	1.5	1.8	-2.1	11.5	1.0	2.8	i	33.6
- CCOc1ccc(OCCC(=O)N(CC)CC(=O)Nc2c(F)cccc2F)cc1
    0.1	2.2	-1.8	·	0.3	-7.4	0.0	1.3	i	·
- CCCCNc1c(-c2ccc(-c3cccc(Cl)c3)cc2)nc2ccccn12
    -0.7&0.9	-2.4	8.6	·	-4.7&-3.5	-7.8	207.3*	4.8	i	·
- COc1ccc(C(=O)Oc2ccc(Br)cc2C(=S)N2CCOCC2)cc1
    1.1	-17.6	-4.4	-1.7	-1.0	5.4	-0.6	-7.6	0.4	-35.9
- CC1CC(C)CN(S(=O)(=O)N2CCC(C(=O)NCc3ccco3)CC2)C1 (stereo not given)
    0.1	-1.0	-2.6	1.3	-3.4	-2.6	-1.6	0.1	0.1	6.2
- COc1ccccc1-c1cc2nc(NCCc3ccncc3)ccn2n1
    2.5	·	·	·	2.2	·	·	6.2	i	·
- CN1C(=S)SC(/[N+]([O-])=C\c2ccccc2F)C1(C)C (stereo not given)
    -3.9	9.9	-9.4	-1.7	-2.5	-0.8	-1.4	-7.6	-0.6	21.3
- O=C(Nc1ccccc1Oc1cccnc1)C1CCCN(Cc2ccc(F)cc2)C1 (stereo not given)
    1.0	-1.4	-0.4	-2.8	3.4	2.6	-0.8	27.3	i	57.1*
- CC(C)(C)S(=O)(=O)N1C[C@H]2C(=CC[C@@H]3C(=O)N(c4ccccc4)C(=O)[C@@H]32)[C@H]1CCO
    0.6	-7.9	·	·	-2.7	-13.3	-0.9	-11.2	-1.9	·
- O=C(Nc1cc(C(F)(F)F)ccc1N1CCOCC1)c1ccc(Br)o1
    ·	11.1	-4.4	5.0	0.1	-5.6	-1.2	3.4	i	-3.4
- O=C(O)CCc1ccc(-c2ccccc2)n1CC(=O)O
    ·	-7.1	-5.8	0.7	-5.9	-3.8	1.0	8.0	-0.5	-4.9
- Cc1cc(C)n(CCN(C)Cc2nc(Cc3ccccc3F)no2)n1
    -0.1	8.2	8.6	1.9	3.3	-17.0	-0.8	5.8	-0.7	12.9
- O=C(NCC1CCN(S(=O)(=O)c2ccccc2)CC1)Nc1ccc(F)cc1
    0.5	9.1	-6.0	0.3	-18.7	-1.9	-0.2	-0.4	-0.4	31.3
- COc1cccc(C2OC(=O)c3ccccc3N2C(C)=O)c1OC(C)=O (stereo not given)
    ·	4.4	4.8	-0.2	-0.9	1.6	-1.2	0.7	-1.3	6.7
- CCCCNc1cc(C)oc(=O)c1C(C)=O
    0.7	1.1	-14.1	-3.9	-2.1	-3.4	-0.4	-2.6	-1.4	17.1

More structures:
Results follow in this order: TcdB inh	MazF activator	Rv3671c inh	3CLpro inhibitor	Anthrax LF prot	PriA SSB inh	PfHsp40 rescue	Yp Topo-I inh	BH1578 lux ind	DUSP3 inh
- Cc1ccc(C(=O)Nc2ccc3c(c2)OCCO3)o1
    0.8	15.1	-12.1	4.4	0.6	5.5	-1.5	7.6	i	26.4
- CCO[C@@H]1OC(C(=O)Nc2ccccc2)=C[C@H](c2csc3ccccc23)[C@H]1CCCO
    0.8	8.2	-8.0	2.1	6.1	8.2	3.0	12.8	-3.6	7.4
- CC(=O)Nc1ccc(NC(=O)C(C)OC(=O)C23CC4CC(CC(Cl)(C4)C2)C3)cc1 (stereo not given)
    -0.5	10.4	-1.9	·	0.1	3.0	-0.4	0.6	0.0	·
- Cc1ccc(S(=O)(=O)N(C)CC(=O)Nc2cccc(C)n2)cc1
    ·	-13.9	3.3	4.1	-1.3	-0.4	0.4	0.4	-0.7	-22.9
- S=c1nc(-c2cc(Cl)ccc2Cl)[nH][nH]1
    3.3	8.6	-11.0	2.2	-5.9	1.6	4.9	3.6	0.9	22.6
- CCOC(=O)c1sc2nc(C)[nH]c(=O)c2c1C
    1.2	8.5	-6.3	-3.0	0.2	8.7	-1.4	6.5	i	21.7
- COc1ccccc1C(=O)N(C)c1nnc(-c2ccccc2)s1
    -2.4	7.6	4.9	5.2	5.7	-9.1	-0.1	-16.1	-2.4	4.9
- COc1ccc(/C=C/C(=O)Nc2ccc3c(c2)OCCO3)cc1OC
    ·	1.5	-5.3	1.9	1.9	15.2	-1.2	1.7	-0.3	-9.9
- COc1ccc(S(=O)(=O)c2ccc(OC)cc2)cc1
    ·	2.8	2.5	3.5	5.4	-9.3	1.4	3.8	-2.0	14.6
- CC1CC(NC(=O)CC#N)CC(C)(C)C1 (stereo not given)
    -0.6	1.3	-0.1	7.3	-23.3	-5.5	-1.1	5.4	0.7	5.4
